Assay outcomes deposited in PubChem by National Center for Advancing Translational Sciences (NCATS).
MmCpn inh – M. maripaludis TRiC chaperonin inhibition | purified Mm-Cpn ATPase, ADP Transcreener TR-FRET | Potency, µM (highest dose often 76.9 µM), for the others: at the top dose activity, negative = inhibition, hits mostly inhibitors | actives 0.031% (n = 330,000); also: potency is read from the fitted curve at half-maximal effect; % is scaled to controls: 0 for no effect and ±100 for the full control effect; nearly all actives have a fitted effect of over 80% in size
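Quantitative HTS used 25 nM Mm-CPN and 10 uM ATP in magnesium/KCl Tris buffer, pH 7.4, with 1 mM DTT. Hydrolysis ran 30 min at 37°C; ADP was read by HTRF.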
CCT chaperon mod – modulators of cytosolic chaperonin (CCT/TRiC) activity; actives 0.3% (n = 360,000); AID 651819; purified chaperonin ATPase assay, HTRF ADP detection, 30 min; activity change, % (no concentration beside the values), hits read low; in the data active = activity change below about -30%; also: % is scaled to controls: 0 for no effect and ±100 for the full control effect
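Enzyme 40 or 20 nM (batch-dependent) in Tris pH 7.4/KCl/MgCl2/DTT; cpd 76 uM single point; ATP 10 uM; 30 min 37 °C; Transcreener ADP HTRF detection, 30 min RT; ratio 665/615.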
EPAC1 antag – antagonists of human EPAC1; O95398; EPAC1 GEF assay, Rap1b-BODIPY-GDP exchange fluorescence; Potency, µM (titrated, usually from 115 µM), for inactives: at the highest dose activity change, negative = inhibition, most hits filed as inhibitors; actives 0.14% (n = 360,000);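 also: potency is read from the fitted curve at half-maximal effect; plate controls were vehicle for no effect and positive control for full effect; nearly all actives have a fitted effect of over 50% in size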
WRN inhibitor – blocks human WRN helicase; Q14191; Potency, µM (highest dose often 114 µM), inactives show top-dose activity change, negative = inhibition, actives largely listed as inhibitors; AID 651768; actives 0.46% (n = 360,000); WRN helicase unwinding, fluorescent forked duplex, kinetic; also: potency is read from the fitted curve at half-maximal effect; % is scaled to controls: 0 for no effect and ±100 for the full control effect; nearly all actives have a fitted effect of over 55% in size
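Kinetic fluorescence helicase assay: unwinding of a quenched forked DNA duplex (100 nM final) with 2 mM ATP final raises red fluorescence (525/598 nm). Compounds sat 15 min at room temperature with 20 nM WRN beforehand.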
PLK1 PBD inh – inhibitors of human PLK1 polo-box domain binding; actives 2.8% (n = 360,000); Potency, µM, for the others: max response, negative = inhibition, usual class: inhibitors; P53350; Plk1 PBD binding of FITC phosphopeptide, fluorescence polarization; also: potency is read from the fitted curve at half-maximal effect; series mostly up to about 57 µM; % is scaled to controls: 0 for no effect and ±100 for the full control effect; nearly all actives have a fitted effect of over 65% in size
Target sequence (P53350 whole entry, looked up, the tested form may be a part): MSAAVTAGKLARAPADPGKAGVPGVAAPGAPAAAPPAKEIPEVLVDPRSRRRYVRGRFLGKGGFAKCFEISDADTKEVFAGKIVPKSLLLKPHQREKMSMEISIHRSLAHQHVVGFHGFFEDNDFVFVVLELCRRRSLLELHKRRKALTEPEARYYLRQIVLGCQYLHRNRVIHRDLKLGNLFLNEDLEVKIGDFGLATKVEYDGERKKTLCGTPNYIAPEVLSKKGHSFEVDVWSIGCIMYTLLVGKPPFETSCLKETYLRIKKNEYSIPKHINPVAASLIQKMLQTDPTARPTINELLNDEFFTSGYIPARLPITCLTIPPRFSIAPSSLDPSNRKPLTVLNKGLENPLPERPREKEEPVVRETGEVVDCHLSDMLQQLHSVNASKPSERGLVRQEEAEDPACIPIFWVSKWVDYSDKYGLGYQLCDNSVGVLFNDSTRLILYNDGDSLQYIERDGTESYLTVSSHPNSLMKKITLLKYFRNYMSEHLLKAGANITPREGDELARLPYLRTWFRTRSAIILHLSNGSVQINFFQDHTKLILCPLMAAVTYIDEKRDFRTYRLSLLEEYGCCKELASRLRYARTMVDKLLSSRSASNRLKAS
PI5P4K alpha inh – inhibitors of human PI5P4K alpha | max response, % | P48426 | actives 1.2% (n = 330,000) | PI5P4Kalpha enzyme, ADP-Glo luminescence, 60 min; stronger effect = lower value; active = max response of -50% or lower; inconclusive = between -30% and -50%; inactive = -30% or higher; also: value at the top dose of about 77 µM; % is scaled to controls: 0 for no effect and ±100 for the full control effect
Target sequence (P48426 whole entry, looked up): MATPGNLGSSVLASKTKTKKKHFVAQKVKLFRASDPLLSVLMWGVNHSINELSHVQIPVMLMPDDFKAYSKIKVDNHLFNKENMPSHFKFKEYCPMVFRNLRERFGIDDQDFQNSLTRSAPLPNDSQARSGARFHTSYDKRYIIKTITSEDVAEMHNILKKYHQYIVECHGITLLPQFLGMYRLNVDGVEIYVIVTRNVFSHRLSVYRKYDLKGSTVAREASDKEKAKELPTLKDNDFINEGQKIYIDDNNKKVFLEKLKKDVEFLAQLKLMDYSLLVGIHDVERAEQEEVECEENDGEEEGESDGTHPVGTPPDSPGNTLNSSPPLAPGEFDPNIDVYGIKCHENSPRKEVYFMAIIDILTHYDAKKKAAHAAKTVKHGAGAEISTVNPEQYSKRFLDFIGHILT
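Single end-point luminescence (ADP-Glo) quantified ADP from PI5P4Kalpha turnover; ATP 5 microM final, 1 h at RT, 0.1% CHAPS and 0.28 mM EGTA in HEPES pH 7.4.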
EPAC2 antagonist – blocks human EPAC2 exchange factor. Q8WZA2. EPAC2 GEF exchange of Rap1B-BODIPY-GDP, fluorescence. Potency, µM (series often up to 114 µM), inactives show at the top dose activity, negative = inhibition, most hits filed as inhibitors. actives 0.18% (n = 360,000); also: potency is read from the fitted curve at half-maximal effect; % is scaled to controls: 0 for no effect and ±100 for the full control effect; nearly all actives have a fitted effect of over 45% in size; many of its hits are not listed in these tables
EPAC1 ag – agonists of human EPAC1; Potency, µM (series often up to 154 µM), for inactives: at the top dose activation, hits mostly activators; EPAC1 agonist qHTS, biochemical assay; response scale: 100% = response to 6.5 mM cAMP; actives 0.073% (n = 360,000); also: potency is read from the fitted curve at half-maximal effect; nearly all actives have a fitted effect of over 60% in size
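Nucleotide exchange assay: 100 nM EPAC1 with 250 nM Rap1B loaded with BODIPY-GDP and 50 uM GDP, room temperature. Fluorescence (480/540 nm) read every 5 min for 30 min; signal change normalized to 6.5 mM cAMP as full agonist.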
* marks the source's active call; other numbers are inactive results; [ ] = remark or other dose. Unless noted, calls follow the shape of the dose curve; as a rule, active = well fitted curve in the direction sought with a large enough effect; inconclusive = small, poorly fitted or top-dose-only effect, or another doubt; inactive = no such curve, though single readings can be large; an effect the other way counts as inactive or inconclusive. Some of the compounds tested; rates above refer to the full screens.

How did O=C(COC(=O)CNC(=O)c1ccc(Br)o1)Nc1ccccc1OC(F)F do in these assays?
MmCpn inh: 1%; CCT chaperon mod: -3.4; EPAC1 antag: -12%; WRN inhibitor: -3%; PLK1 PBD inh: -13%; PI5P4K alpha inh: 3; EPAC2 antagonist: 10%; EPAC1 ag: -4%

Results for O=c1oc(-c2ccc(Cl)c(Cl)c2)nn1-c1ccc(C(F)(F)F)cn1 ?
MmCpn inh: 2%; CCT chaperon mod: -2.4; EPAC1 antag: 3%; WRN inhibitor: 11%; PLK1 PBD inh: -7%; PI5P4K alpha inh: -2; EPAC2 antagonist: 0%; EPAC1 ag: 7%

Results for O=C(CCC(=O)N1CCOCC1)NCCc1ccccc1 ?
MmCpn inh: 0%; CCT chaperon mod: 0.3; EPAC1 antag: 10%; WRN inhibitor: 11%; PLK1 PBD inh: 0%; PI5P4K alpha inh: 0; EPAC2 antagonist: 15%; EPAC1 ag: 11%

Results for Cc1cc(C)n(-c2nc3ccccc3c(=O)n2OCC#N)n1 ?
MmCpn inh: -2%; CCT chaperon mod: -0.4; EPAC1 antag: 19%; WRN inhibitor: 3%; PLK1 PBD inh: -1%; PI5P4K alpha inh: -2; EPAC2 antagonist: 6%; EPAC1 ag: 5%

What do the screens show for `O=C(CCNC(=O)c1ccco1)NCCc1ccc(Cl)cc1`?
MmCpn inh: 0%; CCT chaperon mod: 0.4; EPAC1 antag: -28%; WRN inhibitor: -35%; PLK1 PBD inh: -8%; PI5P4K alpha inh: 6; EPAC2 antagonist: -2%; EPAC1 ag: 7%

How did COc1ccc(SCCN2CCN(CC(C)C)CCC2=O)cc1 do in these assays?
MmCpn inh: 2%; CCT chaperon mod: -0.7; EPAC1 antag: 0%; WRN inhibitor: 4%; PLK1 PBD inh: inconclusive; PI5P4K alpha inh: 5; EPAC2 antagonist: -1%; EPAC1 ag: -16%

How did C=CCSc1nnc(CC(OC)OC)n1-c1ccccc1 do in these assays?
MmCpn inh: 2%; CCT chaperon mod: 0.3; EPAC1 antag: 7%; WRN inhibitor: 4%; PLK1 PBD inh: 1%; PI5P4K alpha inh: 2; EPAC2 antagonist: 11%; EPAC1 ag: -1%

Results for CCOC(=O)/C(C#N)=C/c1c(N2CCN(C)CC2)nc2ccccn2c1=O ?
MmCpn inh: -2%; CCT chaperon mod: -1.8; EPAC1 antag: -6%; WRN inhibitor: -4%[57.1 µM]; PLK1 PBD inh: -12%; PI5P4K alpha inh: -3; EPAC2 antagonist: 15%; EPAC1 ag: 15%

How did CC1(C)Cc2c(sc3c2c2ncnn2c2nnc(SCC(=O)NCc4ccco4)n32)CO1 do in these assays?
MmCpn inh: 0%; CCT chaperon mod: -4.5; EPAC1 antag: 3%; WRN inhibitor: -9%; PLK1 PBD inh: -3%; PI5P4K alpha inh: -2; EPAC2 antagonist: -6%; EPAC1 ag: 11%

How did CC(C)(C)OC(=O)NCCc1nnc(SCC(N)=O)o1 do in these assays?
MmCpn inh: 0%; CCT chaperon mod: -1.0; EPAC1 antag: -7%; WRN inhibitor: 7%; PLK1 PBD inh: -7%; EPAC2 antagonist: 4%; EPAC1 ag: 9%

Results for CCc1ccc(C2C(C#N)=C(N)N(N(C)C)C3=C2C(=O)CCC3)s1 (configuration not stated) ?
MmCpn inh: 1%; CCT chaperon mod: -2.9; EPAC1 antag: 1%; WRN inhibitor: 4%; PLK1 PBD inh: 2%; PI5P4K alpha inh: -20; EPAC2 antagonist: -2%; EPAC1 ag: 1%

How did COc1nc(-c2ccccc2)cc(-c2ccc3c(c2)OCO3)c1C#N do in these assays?
MmCpn inh: 0%; CCT chaperon mod: 1.9; EPAC1 antag: -8%; WRN inhibitor: -13%; PLK1 PBD inh: -1%; PI5P4K alpha inh: 11; EPAC2 antagonist: 4%; EPAC1 ag: 4%

What do the screens show for `CC1(CCc2ccc3c(c2)OCO3)NCCc2c1[nH]c1ccccc21` (configuration not stated)?
MmCpn inh: 0%; CCT chaperon mod: 0.1; EPAC1 antag: 2%; WRN inhibitor: 3%; PLK1 PBD inh: -8%; PI5P4K alpha inh: 4; EPAC2 antagonist: 4%; EPAC1 ag: -15%

What do the screens show for `CCCCCCOC(=O)Sc1nc2ccccc2o1`?
MmCpn inh: 3%; CCT chaperon mod: 0.7; EPAC1 antag: 4%; WRN inhibitor: 1%; PLK1 PBD inh: 0%; PI5P4K alpha inh: 2; EPAC2 antagonist: 7%; EPAC1 ag: -16%

How did COc1ccc(CN(C(=O)c2ccc(C)cc2)c2cccc(N)c2)cc1 do in these assays?
MmCpn inh: 0%; CCT chaperon mod: -1.5; EPAC1 antag: -12%; WRN inhibitor: 0%; PLK1 PBD inh: -9%; PI5P4K alpha inh: -3; EPAC2 antagonist: 7%; EPAC1 ag: -6%

How did CCCCOC(=O)n1c(SCC(=O)N(C)C)nc2ccccc21 do in these assays?
MmCpn inh: 0%; CCT chaperon mod: -0.2; EPAC1 antag: -2%; WRN inhibitor: -4%; PLK1 PBD inh: 4%; EPAC2 antagonist: -4%; EPAC1 ag: 1%

What do the screens show for `CSc1nc(-c2ccc(Cl)cc2)nc(N)c1C#N`?
MmCpn inh: -5%; CCT chaperon mod: -0.9; EPAC1 antag: -21%; WRN inhibitor: 3%; PLK1 PBD inh: -8%; PI5P4K alpha inh: -4; EPAC2 antagonist: 2%; EPAC1 ag: 4%

Results for OC1C=CSc2nc3ccccc3n21 (configuration not stated) ?
MmCpn inh: 0%; CCT chaperon mod: -1.4; EPAC1 antag: 1%; WRN inhibitor: -9%; PLK1 PBD inh: -3%; PI5P4K alpha inh: -3; EPAC2 antagonist: 20%; EPAC1 ag: -2%

Results for COc1ccccc1N(C)S(=O)(=O)c1ccc(C(=O)Nc2ccncc2)cc1 ?
MmCpn inh: 0%; CCT chaperon mod: -0.2; EPAC1 antag: 8%; WRN inhibitor: -18%; PLK1 PBD inh: -1%; PI5P4K alpha inh: -1; EPAC2 antagonist: 4%; EPAC1 ag: -2%

Results for N=c1oc2c3c4c(cc2cc1C(=O)Nc1ccccc1)CCCN4CCC3 ?
MmCpn inh: -2%; CCT chaperon mod: -1.9; WRN inhibitor: 56µM*; PLK1 PBD inh: 3.4µM*; PI5P4K alpha inh: 2; EPAC1 ag: inconclusive

Results for COC(=O)COc1ccc(S(=O)(=O)NCc2ccc3c(c2)OCO3)cc1C ?
MmCpn inh: -3%; CCT chaperon mod: -1.2; EPAC1 antag: -6%; WRN inhibitor: 4%; PLK1 PBD inh: 2%; PI5P4K alpha inh: -5; EPAC2 antagonist: 0%; EPAC1 ag: 4%

Results for Cc1sc(NC(=O)C2CCCO2)c(C(N)=O)c1C (configuration not stated) ?
MmCpn inh: -1%; CCT chaperon mod: -0.1; EPAC1 antag: 6%; WRN inhibitor: -10%; PLK1 PBD inh: 17µM*; PI5P4K alpha inh: inconclusive; EPAC2 antagonist: 3%; EPAC1 ag: 0%

What do the screens show for `Cn1c(CSc2ncccn2)nnc1SCC(=O)N1CCCCCC1`?
MmCpn inh: -1%; CCT chaperon mod: 1.5; EPAC1 antag: -1%; WRN inhibitor: -7%; PLK1 PBD inh: -18%; PI5P4K alpha inh: 2; EPAC2 antagonist: -3%; EPAC1 ag: 2%

Results for O=[N+]([O-])c1cccc(-c2nnc(C34CC5CC(CC(C5)C3)C4)o2)c1 ?
MmCpn inh: 0%; CCT chaperon mod: 0.8; EPAC1 antag: 9%; WRN inhibitor: -7%; PLK1 PBD inh: -4%; PI5P4K alpha inh: -3; EPAC2 antagonist: 23%; EPAC1 ag: -6%

How did CCc1ccc(C2CC(c3ccc(C)cc3)n3nc(N)nc3N2)cc1 (configuration not stated) do in these assays?
CCT chaperon mod: 2.3; EPAC1 antag: -4%; WRN inhibitor: 0%; PLK1 PBD inh: 24µM*; PI5P4K alpha inh: 0; EPAC2 antagonist: -13%; EPAC1 ag: 1%

Results for CSc1ccc(CN(C)C(=O)CSCC(=O)Nc2cc(C)on2)cc1 ?
MmCpn inh: -2%; CCT chaperon mod: -2.4; EPAC1 antag: -1%; WRN inhibitor: -1%; PLK1 PBD inh: 4%; PI5P4K alpha inh: -5; EPAC2 antagonist: -2%; EPAC1 ag: -10%

Results for CC(C)NS(=O)(=O)c1ccc(OCC(=O)NCCC2=CCCCC2)cc1 ?
MmCpn inh: 0%; CCT chaperon mod: 0.0; EPAC1 antag: -3%; WRN inhibitor: -7%; PLK1 PBD inh: -3%; EPAC2 antagonist: -4%; EPAC1 ag: -1%

Results for CC(=O)Cc1nsc(NC(=O)c2c(-c3ccccc3Cl)noc2C)n1 ?
MmCpn inh: 0%; CCT chaperon mod: -2.5; EPAC1 antag: 6%; WRN inhibitor: 0%; PLK1 PBD inh: -9%; EPAC2 antagonist: 9%; EPAC1 ag: 5%

Results for CN(Cc1ccc(F)cc1)C(=O)C(c1ccccc1)c1ccccc1 ?
MmCpn inh: 3%; CCT chaperon mod: -1.7; EPAC1 antag: -20%; WRN inhibitor: -14%; PLK1 PBD inh: 0%; PI5P4K alpha inh: 2; EPAC2 antagonist: inconclusive; EPAC1 ag: -3%

Not a retest: entries from further up.
How did CCc1ccc(C2CC(c3ccc(C)cc3)n3nc(N)nc3N2)cc1 (configuration not stated) do in these assays?
CCT chaperon mod: 2.3; EPAC1 antag: -4%; WRN inhibitor: 0%; PLK1 PBD inh: 24µM*; PI5P4K alpha inh: 0; EPAC2 antagonist: -13%; EPAC1 ag: 1%

Results for CSc1ccc(CN(C)C(=O)CSCC(=O)Nc2cc(C)on2)cc1 ?
MmCpn inh: -2%; CCT chaperon mod: -2.4; EPAC1 antag: -1%; WRN inhibitor: -1%; PLK1 PBD inh: 4%; PI5P4K alpha inh: -5; EPAC2 antagonist: -2%; EPAC1 ag: -10%

Results for CC(C)NS(=O)(=O)c1ccc(OCC(=O)NCCC2=CCCCC2)cc1 ?
MmCpn inh: 0%; CCT chaperon mod: 0.0; EPAC1 antag: -3%; WRN inhibitor: -7%; PLK1 PBD inh: -3%; EPAC2 antagonist: -4%; EPAC1 ag: -1%

Results for CC(=O)Cc1nsc(NC(=O)c2c(-c3ccccc3Cl)noc2C)n1 ?
MmCpn inh: 0%; CCT chaperon mod: -2.5; EPAC1 antag: 6%; WRN inhibitor: 0%; PLK1 PBD inh: -9%; EPAC2 antagonist: 9%; EPAC1 ag: 5%
